# Source: PubChem (National Center for Advancing Translational Sciences (NCATS))
# BRCT PPI green: qHTS Assay for Inhibitors of BRCT-Phosphoprotein Interaction (Green Fluorophore); Breast cancer type 1 susceptibility protein (Homo sapiens), P38398; BRCA1 BRCT-phosphopeptide binding, green fluorescence polarization; Potency, µM (titrated, usually from 76.9 µM), inactives show at the highest dose activity change, negative = inhibition, usual class: inhibitors; 75,000 tested, 0.05% active;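 further: potency means the concentration at half of the fitted maximal effect; plate controls were peptide without protein for full effect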
#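 Compounds were incubated for 12 min at room temperature with a complex of 100 nM fluorescein-tagged pBACH1 decapeptide and 250 nM His-tagged BRCT protein. Buffer was phosphate pH 7.3 with EDTA, DTT and Tween 20. Disruption of binding lowers the polarization signal.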
# UbGFP stabilizer: Ubiquitin-GFP Assay; Ubiquitin-GFP reporter cells, proteasome inhibition, GFP fluorescence; response scale: untreated = 0%, 10 µM MG-132 = 100%; Potency, µM (series often up to 45.9 µM), for the others: at the highest dose activation (GFP accumulation), usual class: activators; 67,000 tested, under 10 active; AID 526, 2006; active means well fitted activation curve with a large enough effect, not every such curve was filed as active; inconclusive means small, poorly fitted or top-dose-only effect, or another doubt; inactive means no such curve, though single readings can be large or run the other way; further: potency means the concentration at half of the fitted maximal effect
#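 Proteasome block read as GFP accumulation: ubiquitin(G76V)-GFP U2OS cells exposed to compound (2.9 nM–46 uM) for 4 hr at 37 C. Normalization used untreated cells as 0% and 10 uM MG-132 as 100%; concentration-response curves fitted.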
# HBB splicing: qHTS Assay for Modulators of Hemoglobin Beta Chain Splicing. HBB splicing reporter cell assay, activation; EGFP reporter with mutant IVS2-654 intron; response scale: normalised to 500 nM splice-correcting PNA. Potency, µM (highest dose often 46.1 µM), inactives show at the top dose activation, actives largely listed as activators. 65,000 tested, 0.06% active; further: potency means the concentration at half of the fitted maximal effect; 0% is about no effect
#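 Compounds were applied for 2 days to HeLa EGFP-654 cells, 500/well in Optimem with 2% FCS. The reporter's EGFP is disrupted by mis-splicing of beta-globin intron IVS2-654. Readout: summed well GFP fluorescence from 488 nm laser scanning; reference was 500 nM antisense […] 654 PNA.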
# BRCT PPI red: qHTS Assay for Inhibitors of BRCT-Phosphoprotein Interaction (Red Fluorophore) | BRCT-phosphopeptide binding, red fluorescence polarization | Potency, µM (titrated, usually from 76.9 µM), for inactives: at the top dose activity change, negative = inhibition, hits mostly inhibitors | 75,000 tested, 0.03% active; further: on the % scale 0 is the no-effect control and ±100 the full control effect
#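 Rhodamine-labelled pBACH1 10-mer (100 nM) bound to BRCT domain (100 nM) at pH 7.3; compounds incubated 12 min room temperature, polarization read. Free peptide defines full inhibition; unlabelled decapeptide titrated as control.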
# DNA Pol III inh: qHTS Assay for Inhibitors of DNA Polymerase III Holoenzyme System; reconstituted DNA polymerase III holoenzyme replication, biochemical; Potency, µM (highest dose often 57.1 µM), inactives show top-dose activity change, negative = inhibition; 71,000 tested, 0.25% active; AID 603, 2007; further: potency means the concentration at half of the fitted maximal effect; on the % scale 0 is the no-effect control and ±100 the full control effect
#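 Reconstituted *E. coli* holoenzyme (0.35 nM Pol III, 1 nM beta, 154 nM SSB, 2 nM primase) was preincubated with compound for 15 min at RT. Synthesis on 1.4 nM ssM13Gori ran 35 min, then was stopped with PicoGreen/EDTA and read as dsDNA fluorescence.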
# ALOX15 inhib: qHTS Assay for Inhibitors of 15-hLO (15-human lipoxygenase) | Potency, µM (highest dose often 57.1 µM), for the others: top-dose activity change, negative = inhibition, actives largely listed as inhibitors | Polyunsaturated fatty acid lipoxygenase ALOX15 (Homo sapiens), P16050 | 74,000 tested, 1.4% active | purified 15hLO-1, xylenol orange hydroperoxide absorbance; further: potency means the concentration at half of the fitted maximal effect; on the % scale 0 is the no-effect control and ±100 the full control effect; nearly all actives have a fitted effect of over 55% in size
# Target sequence (P16050 whole entry, looked up): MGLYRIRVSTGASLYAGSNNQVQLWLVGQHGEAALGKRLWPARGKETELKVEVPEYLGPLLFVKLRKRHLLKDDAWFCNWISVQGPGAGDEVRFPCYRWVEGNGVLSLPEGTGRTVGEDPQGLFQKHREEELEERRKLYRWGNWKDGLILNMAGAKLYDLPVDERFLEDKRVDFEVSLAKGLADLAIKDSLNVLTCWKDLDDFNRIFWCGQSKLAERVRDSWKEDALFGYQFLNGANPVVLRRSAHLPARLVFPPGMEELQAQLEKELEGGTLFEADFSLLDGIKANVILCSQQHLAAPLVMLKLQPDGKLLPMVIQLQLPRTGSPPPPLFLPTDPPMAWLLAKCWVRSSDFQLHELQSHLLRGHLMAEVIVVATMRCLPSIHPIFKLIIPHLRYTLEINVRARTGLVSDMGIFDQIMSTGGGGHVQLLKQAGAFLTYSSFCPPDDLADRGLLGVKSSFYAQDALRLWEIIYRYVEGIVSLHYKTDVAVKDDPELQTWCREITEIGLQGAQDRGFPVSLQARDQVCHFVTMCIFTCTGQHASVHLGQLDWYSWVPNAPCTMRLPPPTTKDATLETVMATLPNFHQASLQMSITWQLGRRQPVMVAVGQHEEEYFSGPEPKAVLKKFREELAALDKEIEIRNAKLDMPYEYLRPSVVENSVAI
#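 Inhibition is scored from a chromogenic endpoint. After 15 min enzyme-compound contact, arachidonic acid (50 uM final) reacts 6 min with 40 nM 15hLO-1 at room temperature, then Fe-XO reagent is added for 30 min and absorbance ratio recorded.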
# CRE Fsk mod: Cell signaling CRE-BLA (Fsk stim); 71,000 tested, 2.5% active; Potency, µM (top dose mostly 38.2 µM), inactives show top-dose activity change, negative = inhibition, actives largely listed as activators; AID 662, 2007; CHO CRE-bla reporter (cAMP response element driving beta-lactamase), forskolin EC10, beta-lactamase ratio; active means well fitted activation curve with a large enough effect in the signal ratio, with a control signal flat, not every such curve was filed as active; inconclusive means small, poorly fitted or top-dose-only effect, or effect the other way, or a change in a side signal; the % refers to the signal ratio; further: potency means the concentration at half of the fitted maximal effect; % of control where 0% means no effect
#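 Reporter-gene assay: CHO cells with beta-lactamase behind cAMP responsive elements, co-treated with compound and EC10 NKH 477 for 3 hours at 37 degrees Celsius. Activity came from the 460/530 nm CCF4 emission ratio.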
# 4-MU autofl: qHTS Assay for Spectroscopic Profiling in 4-MU Spectral Region. compound autofluorescence, 340/450 nm, 4-MU equivalents; hits give high values. max dye-equivalent concentration, M. 59,000 tested, 11% active; in the data active means max dye-equivalent concentration above about 10 nM; inconclusive means mostly about 1.1 nM to 9.6 nM
#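 Intrinsic fluorescence at 340/450 nm (ex/em) was read after 15 min at room temperature in pH 8.0, 100 mM Tris. Each compound concentration expressed as 4-MU-equivalent concentration from a six-point 4-MU standard series on each plate.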
# Hsp90 Hop PPI: qHTS Assay for Disrupters of an Hsp90 Co-Chaperone Interaction; 71,000 tested, 0.44% active; AlphaScreen TPR2A-His6 binding biotin-Hsp90 C-terminal peptide; Hsp90 C-terminal peptide / TPR2A (Hop) interaction, human; AID 595, 2007; Potency, µM (series often up to 57 µM), for the others: top-dose activity change, negative = inhibition; active means well fitted curve in either direction with a large enough effect; inconclusive means small, poorly fitted or top-dose-only effect, or another doubt; further: potency means the concentration at half of the fitted maximal effect; on the % scale 0 is the no-effect control and ±100 the full control effect; many of its hits are not listed in these tables
# GFP derepression: qHTS Assay for Epigenetic Modulators | mouse C127i GFP locus derepression, cytometry, 30 h | Potency, µM (titrated, usually from 46.1 µM), for inactives: at the highest dose GFP derepression (activation) | 68,000 tested, 0.09% active | AID 597, 2007; further: % of control where 0% means no effect
#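 Locus derepression in mouse mammary C127i cells whose integrated CMV-GFP reporter is normally silent; GFP expression after 30 h compound treatment was quantified by counting fluorescent cells.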
# A350 autofl: qHTS Assay for Spectroscopic Profiling in A350 Spectral Region; Compound autofluorescence, 340/450 nm, Alexa 350 dye-equivalents; hits give high values; max dye-equivalent concentration, M; 59,000 tested, 11% active; in the data active means max dye-equivalent concentration above about 10 nM; inconclusive means mostly about 1.1 nM to 9.6 nM
# * = called active by the depositor; i = inactive; ? = inconclusive; · = not tested or not shown; & = joins results of further samples; ! = a repeat was not active; [ ] = remark or other dose. Unless noted, the call rests on the fitted dose curve; in most records, active means well fitted curve in the direction sought with a large enough effect; inconclusive means small, poorly fitted or top-dose-only effect, or another doubt; inactive means no such curve, though single readings can be large; an effect the other way counts as inactive or inconclusive.
SMILES,BRCT PPI green,UbGFP stabilizer,HBB splicing,BRCT PPI red,DNA Pol III inh,ALOX15 inhib,CRE Fsk mod,4-MU autofl,Hsp90 Hop PPI,GFP derepression,A350 autofl
Cc1ccccc1-n1c(SCC(=O)NCc2cccs2)nnc1-c1ccncc1,-0.5%,-4%,0.0%[57.5 µM],0.5%,8%,-2%,10%,i,-1%,0%,?
Cc1ccc(C)c(SCC(=O)Nc2nnc(-c3ccccc3)o2)c1,-4.4%,-3%,-17%,-0.4%,-4%,8%,3%,i,0%,0%,?
COc1cc(NC(=O)C2CCCN(S(=O)(=O)c3cnc[nH]3)C2)cc(OC)c1 (configuration not stated),-1.9%,6%,-1.3%,1.0%,-1%,1%,0%,·,1%,0%,·
Cc1c(OCC(=O)OC(C)C)ccc2c3c(c(=O)oc12)CCC3,-1.5%,-11%,1.1%,0.2%,1%,6%,-26%,?,-4%,0%,?
CCN1C(=O)c2n[nH]c(C(=O)OC)c2C1=O,-0.4%,-14%,8.6%[1.84 µM],-4.2%,-4%,18%,0%,?,-3%,2%,?
O=C1CN(C(=O)COC(=O)COc2ccc3c(c2)CCC3)c2ccccc2N1,0.5%,-4%,0.0%[57.5 µM],-1.4%,-2%,-1%,2%,i,-3%,1%,i
O=C(Cn1cnc2c(cnn2-c2ccccc2)c1=O)N1CCN(c2ccc(F)cc2)CC1,1.7%,-2%,-4.7%,-1.6%,5%,-11%,-3%,i,-2%,1%,?
COc1ccc(-c2nnc3ccc(SCC(=O)N4CCCCC4)nn23)cc1OC,1.8%,9%,0.5%,-1.7%,-1%,3%,?,·,-5%,·,·
O=C(CCn1c(=O)[nH]c2ccsc2c1=O)N1CCN(c2cccc(Cl)c2)CC1,-0.3%,-6%,2.8%,0.8%,3%,-24%,?,i,-1%,1%,i
N#Cc1c(N)n[nH]c1-c1cc2c([nH]1)CCCC2,-2.3%,3%,·,0.1%,0%,-28%,-15%,i,-12%,3%,i
COc1ccc(-c2nc(CS(=O)CC(=O)NCCC3=CCCCC3)c(C)o2)cc1 (configuration not stated),-1.0%,-5%,-1.1%,-1.7%,-1%,1%,-3%,·,-2%[2.3 µM],·,·
COc1ccc(C(C)=O)cc1COC(=O)c1c(C)noc1C,3.4%,0%,-3.0%,-0.1%,-5%,-7%,?,i,1%,0%,i
COC(=O)c1cccc(NC(=O)CSc2nc(C)cc(=O)[nH]2)c1,-0.5%,-6%,-0.2%,-2.2%,-6%,2%,10%,i,-7%,6%,?
COc1cccc(-n2cc3c(c2-c2ccccc2)c(=O)n(C)c(=O)n3C)c1,-1.2%,-7%,-0.7%[57.5 µM],0.5%,-7%,-11%,?,?,-6%,0%,1e-08M*
COc1ccc(N2CCN(CC(=O)Nc3ccc(-n4cnnn4)cc3)CC2)cc1,-1.1%,1%,-0.1%[57.5 µM],-0.6%,-2%,-3%,0%,i,-1%,-1%,i
COC(=O)Cc1c(C)c2c(OCc3nn[nH]n3)cc(C)cc2oc1=O,-0.7%,-3%,-2.8%[57.5 µM],-1.8%,-7%,2%,0%,7.6e-08M*,-1%,-2%,9.7e-08M*
COC(=O)C(C)Sc1nc2c(cnn2-c2ccc(C)cc2)c(=O)[nH]1 (configuration not stated),-1.5%,5%,-4.2%,0.0%,-9%,-2%,?,i,-2%,-1%,i
O=C(O)c1cc(O)c2c(c1)C(=O)c1cccc(O)c1C2=O,-0.8%&1.0%,·,-0.6%,-5.2%&-0.6%,-8%,13µM*!,?,i,0%,2%[20.6 µM],i
O=c1c(N2CCOCC2)nsn1Cc1ccccc1,-2.6%,0%,·,-0.5%,-8%,16%,0%,i,-3%,1%,i
O=C(COc1ccc2c3c(c(=O)oc2c1)CCC3)c1ccc2c(c1)OCO2,-3.1%,14%[9.17 µM],0.8%[0.0738 µM],-0.8%,3%[11.4 µM],5%[11.4 µM],?,·,-1%[11 µM],0%,·
CCc1cc(C(=O)Cc2cnn(-c3ccccc3)c2)c(O)cc1O,-0.1%,-16%,-1.2%,1.3%,9%,?,-6%,·,-2%,2%,·
Cn1nc(-c2ccc(Cl)cc2)c2cc(C(=O)NCc3ccco3)sc21,2.0%,-3%,-0.3%,2.2%,-1%,-18%,?,·,-1%[2.3 µM],·,·
COC(=O)c1c(NC(=O)CSc2nc3c(c(=O)n(C)c(=O)n3C)n2C(C)C)sc(C)c1C,0.3%,-7%,·,-0.1%,-4%,1%,8%,i,-3%,0%,i
COc1ccc(C(NC(=O)CNC(C)=O)C(=O)Nc2ccc3c(c2)OCCO3)cc1 (configuration not stated),-1.7%,7%,0.0%,-0.1%,-9%,-3%,-20%,i,-3%,-4%,i
Cc1ccc(S(=O)(=O)N2CCCCC2C(=O)N2CCN(Cc3ccccc3)CC2)cc1 (configuration not stated),-0.7%,-7%,2.8%,1.0%,-5%,-22%,?,i,-5%,0%,i
COc1cc(-c2nc(Cc3ccccc3Cl)no2)cc(OC)c1OC,3.4%,1%,5.7%[0.369 µM],-0.1%,-2%,-23%,?,i,?,-3%,?
CCN1CCN(C(=O)C2c3cc(OC)c(OC)cc3C(=O)N3CCc4ccccc4C23)CC1 (configuration not stated),-1.3%,-5%,0.5%,0.6%,-3%,0%,-3%,i,0%,1%,i
Cc1nc(P(=O)(c2ccccc2)c2ccccc2)c(N2CCOCC2)o1,-2.0%,-3%,-2.3%,-0.3%,0%,4%,6%,·,-5%,5%,·
COc1ccc(N2CCN(C(=O)CCCC3=NS(=O)(=O)c4ccccc4N3)CC2)cc1,-1.6%,0%,-4.4%,-0.6%,-6%,1%,12%,i,-4%,-3%,i
CCC(C)C(NC(=O)c1ccccc1NC(=O)c1ccco1)C(=O)NC1CCCCC1 (configuration not stated),-0.2%,-4%,0.0%,2.0%,-3%,1%,0%,·,-2%,0%,·
COCCCNC(=O)CSc1nc2ccc(N3CCOCC3)cc2c(=O)n1CCc1ccccc1,-3.3%,-3%,5.2%[0.369 µM],0.1%,-1%,-12%,?,5.4e-08M*,-2%,4%,6.9e-08M*
Cc1ccccc1-c1cc(Nc2ccccc2)ncn1,0.0%,-1%,-2.2%,0.5%,-4%,-21%,?,i,4%,-1%[9.22 µM],i
O=C(Cn1cnc2c(nnn2Cc2ccccc2F)c1=O)OCc1ccccc1,4.2%,4%,-1.4%,-1.6%,-1%,7%,-11%,i,-2%,1%,i
O=C(COc1ccc2ccccc2c1Br)N1CCOCC1,-4.3%,2%,-1.3%,-4.0%,-6%,-5%,?,i,-2%,3%,?
Cc1cccc(C)c1OCC(=O)NCc1nnc(SCC(=O)NC2CCCCC2C)n1C (configuration not stated),-2.0%,3%,-0.4%,-1.0%,-2%,-6%,0%,i,0%,-2%,?
CCOC(=O)N1CCC(NC(=O)C2=C(C)C(=O)OC23CCC(C)CC3)CC1 (configuration not stated),-1.4%,0%,1.4%,-0.2%,2%,2%,-1%,·,-6%,-2%,·
FC(F)C(F)(F)C1=CC(c2cccs2)=NCCN1,-2.4%,1%,2.4%,1.0%,-5%,-2%,?,?,-6%,-3%,?
CCCCCc1c(O)nc(SCC(=O)NCC2CCCO2)[nH]c1=O (configuration not stated),-3.4%,-1%,0.0%[57.5 µM],-0.6%,0%,-13%,-4%,i,0%,0%,i

# Compounds listed so far with a Cl atom (3):
SMILES,BRCT PPI green,UbGFP stabilizer,HBB splicing,BRCT PPI red,DNA Pol III inh,ALOX15 inhib,CRE Fsk mod,4-MU autofl,Hsp90 Hop PPI,GFP derepression,A350 autofl
O=C(CCn1c(=O)[nH]c2ccsc2c1=O)N1CCN(c2cccc(Cl)c2)CC1,-0.3%,-6%,2.8%,0.8%,3%,-24%,?,i,-1%,1%,i
Cn1nc(-c2ccc(Cl)cc2)c2cc(C(=O)NCc3ccco3)sc21,2.0%,-3%,-0.3%,2.2%,-1%,-18%,?,·,-1%[2.3 µM],·,·
COc1cc(-c2nc(Cc3ccccc3Cl)no2)cc(OC)c1OC,3.4%,1%,5.7%[0.369 µM],-0.1%,-2%,-23%,?,i,?,-3%,?
